CHT PAM: allosteric activators of human choline transporter CHT; CHT-expressing cells, membrane potential dye, choline EC20; active compounds read high; LV-AA mutant CHT in HEK293 cells; AID 488977; B-score at 10 µM; hit rate 0.49% among 310,000;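 active = initial fluorescence not abnormally high and integrated response B-score, plate-corrected, over 3 SD above library mean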
Target sequence (Q9GZV3 whole entry, looked up): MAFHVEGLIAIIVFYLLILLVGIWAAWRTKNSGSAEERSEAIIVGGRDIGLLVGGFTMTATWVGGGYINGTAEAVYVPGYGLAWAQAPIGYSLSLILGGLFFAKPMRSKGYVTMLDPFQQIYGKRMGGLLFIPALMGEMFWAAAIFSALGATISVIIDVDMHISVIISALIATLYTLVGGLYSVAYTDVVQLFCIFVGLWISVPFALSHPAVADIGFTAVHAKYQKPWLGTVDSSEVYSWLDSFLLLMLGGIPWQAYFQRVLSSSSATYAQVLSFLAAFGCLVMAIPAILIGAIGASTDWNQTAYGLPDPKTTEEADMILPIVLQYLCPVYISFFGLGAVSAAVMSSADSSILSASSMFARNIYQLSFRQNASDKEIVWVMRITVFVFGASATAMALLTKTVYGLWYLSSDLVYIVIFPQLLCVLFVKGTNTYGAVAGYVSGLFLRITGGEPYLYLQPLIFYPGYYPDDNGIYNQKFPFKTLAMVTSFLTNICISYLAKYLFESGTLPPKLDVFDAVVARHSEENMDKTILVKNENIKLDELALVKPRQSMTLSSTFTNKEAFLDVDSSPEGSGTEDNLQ
OX1R antag: human HCRTR1 antagonism | O43613 | CHO/OX1R cells, Fluo-8 calcium fluorescence, orexin A | inhibition, % at 5 µM | hit rate 0.43% among 330,000 | AID 434989;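 active = inhibition above its plate's threshold, mean inhibition of all tested compounds on the plate plus 3 SD, cut at about 37% in these data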;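 note: 0% = orexin A challenge wells and 100% = SB-334867-A antagonist wells; not every result past the cut was called active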
Target sequence (O43613 whole entry, looked up): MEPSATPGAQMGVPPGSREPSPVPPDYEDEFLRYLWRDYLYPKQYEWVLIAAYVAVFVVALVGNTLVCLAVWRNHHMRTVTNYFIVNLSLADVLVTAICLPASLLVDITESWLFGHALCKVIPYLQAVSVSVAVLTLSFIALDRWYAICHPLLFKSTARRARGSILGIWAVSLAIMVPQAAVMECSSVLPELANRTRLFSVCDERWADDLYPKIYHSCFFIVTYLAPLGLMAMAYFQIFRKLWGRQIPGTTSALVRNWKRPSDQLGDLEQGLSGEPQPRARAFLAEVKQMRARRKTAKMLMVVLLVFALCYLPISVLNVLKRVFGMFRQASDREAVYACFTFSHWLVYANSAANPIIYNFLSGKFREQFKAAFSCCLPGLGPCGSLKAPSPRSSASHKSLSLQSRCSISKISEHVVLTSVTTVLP
The depositor's hits bear a star; i = inactive; x = no result given. The order is random; about 0.83% have a hit in one of these screens.

SMILES	CHT PAM	OX1R antag
CC(CN1CCOCC1)OC(=O)c1ccc(C(C)(C)C)cc1 (configuration not stated)	i	-20
N#CC1=C(S)N=C(N)C(c2nc(-c3ccccc3)cs2)C12CCCC2 (configuration not stated)	i	-10
Cc1n[nH]c(=S)n(NC(=O)CC(=O)Nn2c(=S)[nH]nc(C)c2=O)c1=O	i	-2
COc1ccc(OC)c(C(=O)COC(=O)CNC(=O)C2CCCCC2)c1	i	-9
CC(=O)c1ccc(NC(=O)C(NC(=O)c2ccccc2)=C(C)C)cc1	i	-8
COc1cc2[nH]c(C(=O)N3CCC(Cc4ccccc4)CC3)cc2c(OC)c1OC	i	-23
C=CCNC(=O)NC(=O)COC(=O)CC(NC(N)=O)c1ccc(Cl)cc1 (configuration not stated)	i	-7
CCCn1c(N)c(C(=O)CSc2nnc(N)s2)c(=O)[nH]c1=O	x	-18
NC(=O)C1CCN(CC(=O)NC(=O)NC2CCCC2)CC1	i	-3
CCC(C)(C)NC(=O)C(c1ccc(OC)cc1)N(C(=O)CCC(=O)Nc1cc(C)on1)c1ccc(F)cc1 (configuration not stated)	i	-40
CCC(NS(=O)(=O)c1ccc2c(c1)Cc1cc(S(=O)(=O)NC(CC)C(=O)O)ccc1-2)C(=O)O (configuration not stated)	i	-5
O=C(COC(=O)c1ccc(C(F)(F)F)cc1)Nc1cccc(S(=O)(=O)N2CCCCC2)c1	x	32
Cc1cc([N+](=O)[O-])nn1CCCC(=O)Nc1cc(Cl)ccc1Cl	i	-17
OC(COc1ccc(F)cc1)CN1CCN(c2ccccc2F)CC1 (configuration not stated)	i	-31
CC1(C)CC(=O)c2cnc(NC(=O)C3CCCC3)nc2C1	i	-7
O=C(NC(=S)Nc1nc2c(s1)CCCC2)c1ccc(C(=O)c2ccccc2)cc1	i	-38
c1ccc(-n2cnc3cc(NCc4ccncc4)ccc32)cc1	i	-17
O=C(NCCC(=O)N1CCOCCOCCOCCOCC1)OCc1ccccc1	i	-23
Cc1cc(S(=O)(=O)Nc2cccc(C(=O)O)c2)c(C)c(S(=O)(=O)c2ccc(Cl)cc2)c1	i	-2
NNC(=S)NCc1ccccc1	i	-12
O=C(NCc1cccnc1)c1cc(Sc2cccc(Cl)c2)nc2ccccc12	i	-35
COc1cc(C(=O)N2CCN(CC(O)COc3ccccc3)CC2)cc(OC)c1OC (configuration not stated)	i	-20
CCCc1nn2c(=O)cc(CSCC(=O)Nc3cccc(C)c3)nc2s1	i	-19
CCCCOc1ccc(S(=O)(=O)Nc2cc(OC)ccc2OC)cc1	i	51*
O=C(CCCn1c(SCC(=O)c2ccc(F)cc2)nc2ccccc2c1=O)NCc1ccccc1	i	-3
c1cncc(CSc2nnc3ccc(-c4cccs4)nn23)c1	i	-13
CC12CCC(c3c(C(=O)Nc4nccs4)nn(-c4ccccc4)c31)C2(C)C (configuration not stated)	i	0
COc1cccc(Oc2c(C)oc3c(CN4CCCC4)c(O)ccc3c2=O)c1	i	-9
COc1ccc(Cl)cc1NC(=O)CN(C)C(C)C(=O)NC(=O)NC1CCCCC1 (configuration not stated)	i	-33
CCC1S/C(=N/N=C/c2ccco2)NC1=O (configuration not stated)	i	3
O=C(Nc1ncn[nH]1)c1cccc(F)c1	x	6
COc1ccc(CC(=O)NCCS(=O)(=O)N2CCN(c3ccccc3OC)CC2)cc1	i	-28
COc1ccc(C(=O)NCC(=O)OCC(=O)Nc2c(C)n(C)n(-c3ccccc3)c2=O)cc1	i	5
CCCNC(=O)CN1C(=O)NC(CCc2ccccc2)C1=O (configuration not stated)	i	-9
CC(Sc1nnc(COc2ccccc2)n1-c1ccccc1)C(=O)O (configuration not stated)	i	-8
CCC1CCc2sc(C(=O)N(C)CC(=O)Nc3ccc(OC)cc3)cc2C1 (configuration not stated)	i	-30
O=C(O)c1c(NC(=O)c2cccc3ccccc23)sc2c1CCC2	i	-5
CCOc1ccc(NC(=O)N2CCc3ccccc3C2)cc1	i	-16
COc1cc(C2CC(=O)Oc3c(C(CCN4CCN(c5ccccc5)CC4)c4ccc(N(C)C)cc4)c(OC)cc(OC)c32)cc(OC)c1OC (configuration not stated)	i	-20
COc1ccc(OCCC(=O)OCC(=O)c2ccc[nH]2)cc1	i	-2
Nc1ccc(Br)c2cccnc12	i	-11
Cc1ccnc(NC(=O)CS(=O)(=O)Cc2ccccc2)c1	i	-8
O=C(Nn1cnnc1)c1ccc(F)c(S(=O)(=O)N2CCCCC2)c1	i	-7
COC(=O)c1ccc(C)c(NC(=O)C(CCSC)NC(=O)c2cc(OC)c(OC)c(OC)c2)c1 (configuration not stated)	i	-14
O=C(CN1C(=O)CCC1=O)c1ccc(-c2ccccc2)cc1	i	3

A stretch from further up:
SMILES	CHT PAM	OX1R antag
CC(Sc1nnc(COc2ccccc2)n1-c1ccccc1)C(=O)O (configuration not stated)	i	-8
CCC1CCc2sc(C(=O)N(C)CC(=O)Nc3ccc(OC)cc3)cc2C1 (configuration not stated)	i	-30
O=C(O)c1c(NC(=O)c2cccc3ccccc23)sc2c1CCC2	i	-5
CCOc1ccc(NC(=O)N2CCc3ccccc3C2)cc1	i	-16
COc1cc(C2CC(=O)Oc3c(C(CCN4CCN(c5ccccc5)CC4)c4ccc(N(C)C)cc4)c(OC)cc(OC)c32)cc(OC)c1OC (configuration not stated)	i	-20
COc1ccc(OCCC(=O)OCC(=O)c2ccc[nH]2)cc1	i	-2

Carrying on.
SMILES	CHT PAM	OX1R antag
CC(C)CC(=O)C1CCCN(C(=O)c2ccc3oc(Cc4ccccc4)nc3c2)C1 (configuration not stated)	i	-46
CCCN1C2CCCC1CC(NC(=O)c1cccc(Cl)c1)C2 (configuration not stated)	i	-20
CCOC(=O)c1[nH]c2cc3c(cc2c1NC(=O)CN1CCN(CCO)CC1)OCO3	i	-7
Cn1nc(C(=O)Nc2nc3ccccc3[nH]2)c2ccccc2c1=O	i	-33
O=C(CCc1nc2ccccc2[nH]c1=O)OCC(=O)c1ccc(Cl)cc1	i	-18
Cc1ccc(-c2noc(CCC(=O)Nc3ccc4c(c3)OCO4)n2)cc1	i	26
Cn1c(NCCCO)nc2ccccc21	i	2
Cc1nn(C)c(Cl)c1C(=O)NCC(=O)Nc1ccc(C(C)C)cc1	i	0
Cc1cnc(C(=O)OCC(=O)NCc2ccc3c(c2)OCO3)cn1	i	-19
O=C(Nc1ccccc1Cl)c1cnccn1	i	0
COCCCNc1nc2ccccc2nc1NS(=O)(=O)c1ccc(C)cc1	i	-17
CN(C)S(=O)(=O)c1cccc(C(=O)N(Cc2ccc(F)cc2)Cc2ccco2)c1	i	-16
Cc1cccc(N2CCN(C(=O)C3CCCN(S(=O)(=O)c4c(C)noc4C)C3)CC2)c1C (configuration not stated)	i	-20
Cc1cccc(-c2nnn(Cc3nnc(NC(=O)c4ccccc4)s3)n2)c1	i	9
CN(C)CCCN(C(=O)c1ccco1)c1nc2ccc(F)cc2s1	i	-7
CC12CCC(C(=O)NNc3ccccc3)(C(=O)C1=O)C2(C)C (configuration not stated)	i	-10
Cc1ccc(CNS(=O)(=O)/C=C/c2ccc3c(c2)OCO3)cc1	i	-4
Cc1c(C(=O)NC2CCN(Cc3ccccc3)C2)oc2ccc(Br)cc12 (configuration not stated)	i	-30
Cc1cc(=O)oc2cc(NC(=S)NNC(=O)c3c(Cl)cnn3C)ccc12	i	-13
Cc1cc(C)n(-c2ccc(C(=O)Nc3nnc(C4CC4)s3)cc2)n1	i	-15
Cc1ccc(-c2nnn(CC(=O)N(Cc3cccs3)C(C(=O)NCC3CCCO3)c3ccco3)n2)o1 (configuration not stated)	i	-27
Cc1cc(C)cc(NC(=O)CN2CCC(C(=O)c3ccccc3)CC2)c1	i	-22
O=C(NCCCn1ccnc1)Nc1ccc(Cl)cc1Cl	i	-17
CC(Sc1nc2ccccc2c(=O)n1CC1CCCO1)C(=O)Nc1ccc(S(N)(=O)=O)cc1 (configuration not stated)	i	-30
CC(C)(C)c1ccc(C(=O)NCCCNC(=O)c2ccccn2)cc1	i	-15
CCCCn1c(N)c(N(CCC(C)C)C(=O)CN2C(=O)C3CCCCC3C2=O)c(=O)[nH]c1=O (configuration not stated)	i	-22
CCOC(=O)c1cccc(N2C(=O)Nc3ccccc3N2O)c1	i	10
O=C(NCCC1CCCCN1S(=O)(=O)c1ccc(F)cc1)C(=O)NCc1cccnc1 (configuration not stated)	i	-15
COc1ccc(CNC(=O)C2(CC3CC(c4ccccc4)=NO3)CCN(C(=O)C3(C)CC3)CC2)cc1 (configuration not stated)	i	-45
CCOc1ccc(-c2nnc(N3CCCCC3)c3ccccc23)cc1	i	-19
COc1ccc(-n2c(SCC(=O)N3CCCCC3)nc(O)cc2=O)cc1	i	-10
CC(C)CN(CC(C)C)C(=O)c1cccc(S(=O)(=O)N2CCc3ccccc32)c1	i	-5
CCN(c1ccccc1)S(=O)(=O)c1ccc(Cl)c(C(=O)NCCc2ccc(OC)cc2)c1	i	-21
COc1ccc(C)cc1Nc1n[n+](-c2ccccc2)c(-c2ccc(C(=O)O)cc2)s1	i	-8
Cc1cc(C)cc(OC(=O)CS(=O)c2ccc(C(F)(F)F)cc2[N+](=O)[O-])c1 (configuration not stated)	i	-23
Fc1cccc(Cl)c1CN1CCN(c2nc3ccccc3s2)CC1	i	x
CCOC(=O)c1sc(C)c(C(=O)NCCCN2CCOCC2)c1N	i	-22
O=[N+]([O-])c1ccc(N2CCNCC2)c(S(=O)(=O)N2CCOCC2)c1	i	-5
COc1ccc(N(CC(=O)NCCOc2ccccc2)S(=O)(=O)c2ccc(C)cc2)cc1	i	-33
CCOC(=O)c1cn[nH]c1C(F)(F)F	i	1
COc1ccc(Br)cc1-c1nc2c(c(=O)[nH]c(=O)n2Cc2ccccc2)n1C	i	-11
Cc1ccc(S(=O)(=O)Nc2ccc3c(c2)CC(=O)N([C@H](C)CO)C[C@@H](C)[C@H](CN(C)S(=O)(=O)c2ccccc2)O3)cc1	x	-16
CCc1ccc(-n2c(=O)c3c(C)c(C(=O)N(C)C)sc3n(CC(=O)NCc3ccco3)c2=O)cc1	i	-1
COc1cc(/C=N/NC(=O)C2COc3ccccc3O2)ccc1O (configuration not stated)	i	-17
Fc1ccc(N2CCN(Cc3cnc(N4CCOCC4)s3)CC2)cc1	i	-28
COc1ccc(/C=N/Nc2nc(-c3ccc(Cl)cc3)cc(C(F)(F)F)n2)c(OC)c1	i	-12
COc1cccc(NC(=O)CSc2nc3c(c(-c4ccco4)c2C#N)CCCC3)c1	i	-17
CCOc1ccc(N(CC(=O)NCCc2ccc(C)cc2)S(=O)(=O)c2c(C)noc2C)cc1	i	-31
Cc1cc2ncc(-c3cccs3)nc2cc1C	i	x
CCOC(=O)c1cc(CC)sc1NC(=O)C1CC1	i	-15
COc1ccc(C(=O)N2CCNC(=O)C2CC(=O)Nc2cccc(Cl)c2Cl)cc1 (configuration not stated)	i	-19
CC(=O)c1ccc(-c2ccc([C@H]3[C@H]4C=CC[C@@H](C)[C@@H]4C(=O)N3Cc3ccccc3)c(F)c2)cc1	i	-34
CSc1nc(Cl)cc(N2CCOCC2)n1	i	-35
COc1ccc(/C=C2\Oc3cc(OCC(=O)N4CCC[C@H]4CO)ccc3C2=O)c(OC)c1	i	-22
COc1ccccc1OCCN1CSC(=S)N(C)C1	i	-26
Cc1ccc(-c2csc3ncnc(NS(=O)(=O)c4ccc(Cl)cc4)c23)cc1	i	-16
O=C1NC(CCc2ccccc2)C(=O)N1CCOc1ccccc1 (configuration not stated)	i	-22
CCOC(=O)C1(CCc2ccccc2)CCN(Cc2cnc(N(C)C)s2)CC1	i	-6
COc1ccc(N=NC2C(=O)N(c3ccccc3)N=C2C)cc1 (configuration not stated)	i	-18
COc1cccc(Nc2c(Nc3cccc(OC)c3)c(=O)c2=O)c1	i	-8

Of the compounds above, these contain a furan ring, fused or not.
SMILES	CHT PAM	OX1R antag
CCC1S/C(=N/N=C/c2ccco2)NC1=O (configuration not stated)	i	3
CN(C)S(=O)(=O)c1cccc(C(=O)N(Cc2ccc(F)cc2)Cc2ccco2)c1	i	-16
CN(C)CCCN(C(=O)c1ccco1)c1nc2ccc(F)cc2s1	i	-7
Cc1c(C(=O)NC2CCN(Cc3ccccc3)C2)oc2ccc(Br)cc12 (configuration not stated)	i	-30
Cc1ccc(-c2nnn(CC(=O)N(Cc3cccs3)C(C(=O)NCC3CCCO3)c3ccco3)n2)o1 (configuration not stated)	i	-27
CCc1ccc(-n2c(=O)c3c(C)c(C(=O)N(C)C)sc3n(CC(=O)NCc3ccco3)c2=O)cc1	i	-1
COc1cccc(NC(=O)CSc2nc3c(c(-c4ccco4)c2C#N)CCCC3)c1	i	-17

(listing goes on)
SMILES	CHT PAM	OX1R antag
OCc1ccccc1OCCOc1ccc(Cl)c2cccnc12	i	-16
CCOC(=O)c1cc(-c2ccccc2)n(CC(=O)Nc2cccc(OC)c2)c1C	i	-15
C=CCC[C@@H](Cc1ccc(F)cc1)C(=O)OCCNC(=O)[C@H](CC=C)CC(=O)NCCO	x	-18
O=C1C2C3C=CC(C3)C2C(=O)N1c1ccncc1 (configuration not stated)	i	-8
CCN(C(=O)COC(=O)CNC(=O)c1ccc(C)cc1)c1c(N)n(Cc2ccccc2)c(=O)[nH]c1=O	x	-19
CCCCNC(=O)CNC(=S)N(CCCN1CCOCC1)Cc1cccs1	i	-13
CCn1c(C)nc2cc(C(=O)NNC(=O)CCC3CCCC3)ccc21	i	-12
COc1ccc(-n2nnc3c(=O)n(CC(=O)N4CCCC4)cnc32)cc1	i	-3
CC1C(C#N)=C(N)OC2=C1C(=O)CC(c1ccccc1)C2 (configuration not stated)	i	-21
COc1nc2c(s1)C(=O)NCCC2	i	-12
CC(C(=O)Nc1cc([N+](=O)[O-])ccc1Cl)N1CCN(c2ccccc2O)CC1 (configuration not stated)	i	-17
COC(=O)c1ccccc1S(=O)(=O)N1CCC(C(=O)OCC(=O)c2ccccc2OC)CC1	i	1
CCCn1nnc(NC(=S)NC(=O)Cc2ccccc2)n1	i	1
CNc1nc(-c2ccc(Cl)cc2)cs1	i	-25
